# MazF activator = increases E. coli MazEF RNase cleavage of RNA; activation, % at 20 µM; 350,000 tested, 0.32% active; FAM/BHQ RNA-DNA oligo cleavage fluorescence, 5 h; P0AE70; in the data active = activation above about 50%
# Target sequence (P0AE70 whole entry, looked up): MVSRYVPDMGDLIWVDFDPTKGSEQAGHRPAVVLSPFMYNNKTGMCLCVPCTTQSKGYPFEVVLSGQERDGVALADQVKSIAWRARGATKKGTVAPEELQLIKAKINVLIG
# DUSP3 inh = DUSP3 (human) phosphatase inhibition; P51452; recombinant VHR phosphatase, pNPP absorbance; inhibition, % at 13.3 µM; 290,000 tested, 0.52% active; AID 1654; in the data active = inhibition above about 50%; also: some compounds called inactive have numbers as strong as hits
# Target sequence (P51452 whole entry, looked up): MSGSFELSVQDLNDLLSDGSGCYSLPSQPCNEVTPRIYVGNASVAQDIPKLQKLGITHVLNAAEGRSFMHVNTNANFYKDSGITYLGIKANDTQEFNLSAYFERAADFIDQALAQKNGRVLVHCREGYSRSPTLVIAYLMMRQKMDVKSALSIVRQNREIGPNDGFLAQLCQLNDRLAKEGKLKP
# BoNT F protease = blocks Botulinum neurotoxin F light chain protease; Multiplex microsphere protease cleavage assay, flow cytometry; inhibition, % at 10 µM; 360,000 tested, 0.22% active; AID 588497; in the data active = inhibition above about 35%, passing the limit was not always enough; inconclusive = no clear call, values can overlap the other calls; also: plate controls were buffer without enzyme for full effect and enzyme alone for no effect
# CCHFV vOTU inh = blocks the CCHF virus ovarian tumor domain protease; CCHFV vOTU protease, Pep-AMC fluorescence; inhibition, % at 11.5 µM; 370,000 tested, 0.55% active; AID 651958; also: 0% = vehicle wells with enzyme and 100% = no enzyme wells
# Mtb UGM inh = Mtb UDP-galactopyranose mutase inhibition | P9WIQ1 | purified UGM, fluorescence polarization probe displacement | inhibition, % at 10 µM | 320,000 tested, 0.06% active | AID 504406; in the data active = inhibition above about 10%, passing the limit was not always enough; inconclusive = no clear call, values can overlap the other calls
# Target sequence (P9WIQ1 whole entry, looked up): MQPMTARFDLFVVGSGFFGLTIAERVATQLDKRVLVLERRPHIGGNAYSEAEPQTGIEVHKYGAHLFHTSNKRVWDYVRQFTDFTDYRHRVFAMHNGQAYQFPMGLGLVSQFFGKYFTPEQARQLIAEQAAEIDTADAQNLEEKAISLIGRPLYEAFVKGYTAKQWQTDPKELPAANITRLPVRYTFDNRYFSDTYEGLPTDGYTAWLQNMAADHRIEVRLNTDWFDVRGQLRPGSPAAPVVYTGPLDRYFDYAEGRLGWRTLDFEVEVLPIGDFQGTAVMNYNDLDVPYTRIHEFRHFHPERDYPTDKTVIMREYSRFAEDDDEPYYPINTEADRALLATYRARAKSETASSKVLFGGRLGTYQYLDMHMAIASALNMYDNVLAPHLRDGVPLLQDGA
# FBA Mtb inh = Mtb fructose-bisphosphate aldolase inhibition | purified M. tuberculosis FBA, fluorescence read-out | 360,000 tested, 2.3% active | inhibition, % at 1 µM | P9WQA3; in the data active = inhibition above about 27%;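 also: 0% = vehicle and 100% = reference inhibitor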
# Target sequence (P9WQA3 whole entry, looked up): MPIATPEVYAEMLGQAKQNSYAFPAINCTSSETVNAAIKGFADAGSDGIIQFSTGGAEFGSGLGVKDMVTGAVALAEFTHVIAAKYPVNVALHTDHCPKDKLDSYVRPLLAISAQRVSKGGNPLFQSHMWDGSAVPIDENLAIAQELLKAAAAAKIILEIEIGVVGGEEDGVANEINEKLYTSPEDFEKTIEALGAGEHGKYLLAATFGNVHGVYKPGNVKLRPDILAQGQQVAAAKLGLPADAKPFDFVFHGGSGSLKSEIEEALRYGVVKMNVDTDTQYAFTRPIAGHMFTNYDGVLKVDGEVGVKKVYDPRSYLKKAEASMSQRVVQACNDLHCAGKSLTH
# BioA inh = BioA (M. tuberculosis) enzyme inhibition; inhibition, % at 9.99 µM; purified M. tuberculosis BioA enzyme, plate reader; 360,000 tested, 0.096% active; in the data active = inhibition above about 40%; inconclusive = no clear call, values can overlap the other calls
# Rv3671c protease = inhibits the M. tuberculosis serine protease Rv3671c | P9WHR9 | inhibition, % at 5.96 µM | 320,000 tested, 0.048% active; in the data active = inhibition above about 38%;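 also: extracellular domain of Rv3671c used as enzyme; 0% = enzyme with DMSO and 100% = no enzyme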
# GDH-TPI counter = inhibits GDH-TPI coupling enzymes, artifact for Mtb FBA screen; GDH-TPI coupled enzyme counterscreen, NADH absorbance; inhibition, % at 4.8 µM; 360,000 tested, 1.2% active;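 also: 0% = DMSO wells and 100% = wells lacking the enzyme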
# FadD28 FP inh = M. tuberculosis FadD28 bisubstrate binding inhibition; FadD28 bisubstrate probe binding, fluorescence polarization; inhibition, % at 12.5 µM; 360,000 tested, 0.22% active; AID 588549; in the data active = inhibition above about 8.5%, passing the limit was not always enough; inconclusive = no clear call, values can overlap the other calls
# * marks the source's active call; other numbers are inactive results; u = inconclusive; x = not tested or not shown. Rule as the data show it, unless noted: active = inhibition above about 30%; inactive = the rest.
SMILES,MazF activator,DUSP3 inh,BoNT F protease,CCHFV vOTU inh,Mtb UGM inh,FBA Mtb inh,BioA inh,Rv3671c protease,GDH-TPI counter,FadD28 FP inh
CCOC(=O)N1CCN(C(=O)c2c[nH]c3ccc(S(=O)(=O)N(C)c4ccc(F)cc4)cc3c2=O)CC1,5,-9,-1,-4,-0.7,14,0.3,0,9,-4.3
CCCS(=O)(=O)Nc1ccc(-c2cn3c(n2)SCC3)cc1,10,-3,-22,x,-1.5,1,0.2,0,-3,-4.6
C[n+]1cn(/N=C/c2ccccc2)c2ccccc21,-4,54*,2,-6,1.1,3,0.7,9,10,-0.7
Cc1cc(SCC(=O)N/N=C/c2ccc(O)cc2O)c(C)cc1Br,4,-6,-13,5,3.2,0,0.0,17,20,5.0
O=C(Nc1ccc(S(=O)(=O)N2CCCCC2)cc1)C1CC(=O)N(c2ccc(F)cc2)C1 (stereo not drawn),11,17,-2,1,-0.1,2,x,-12,0,-1.9
Cc1nc(N2CCN(c3ccccc3)CC2)nc2c1C(=O)CC(c1ccccc1)C2 (stereo not drawn),-11,22,6,2,-1.3,-2,-1.8,5,-8,-4.4
CC(=O)Nc1ccccc1C(=O)C(=O)O,4,-2,-8,6,-1.7,0,-3.0,2,-8,-0.1
COC(=O)c1ccc(S(=O)(=O)NCCc2ccccc2OC)n1C,3,18,u,-2,1.0,-5,x,1,-8,-4.1
O=C(COc1ccc(Cl)cc1Cl)N/N=C/c1ccccn1,-6,19,-1,13,2.0,-1,-0.6,x,0,-2.2
Cc1noc(C)c1C(=O)N1CCC(Cc2ccccc2)CC1,-2,-15,1,1,-2.8,3,2.0,-4,-11,-0.9
O=C(CC1CCCC1)N1CCN(S(=O)(=O)c2cccc(Br)c2)CC1,6,x,1,1,x,1,1.6,x,6,-2.2
CCc1nc2ccc(C(=O)N3CCN(C)CC3)cn2c1N(C)CCC(C)C,x,x,5,-9,x,-3,-3.2,x,7,-2.7

# Some of the entries above, reformatted:
SMILES	MazF activator	DUSP3 inh	BoNT F protease	CCHFV vOTU inh	Mtb UGM inh	FBA Mtb inh	BioA inh	Rv3671c protease	GDH-TPI counter	FadD28 FP inh
C[n+]1cn(/N=C/c2ccccc2)c2ccccc21	-4	54*	2	-6	1.1	3	0.7	9	10	-0.7
Cc1cc(SCC(=O)N/N=C/c2ccc(O)cc2O)c(C)cc1Br	4	-6	-13	5	3.2	0	0.0	17	20	5.0
O=C(Nc1ccc(S(=O)(=O)N2CCCCC2)cc1)C1CC(=O)N(c2ccc(F)cc2)C1 (stereo not drawn)	11	17	-2	1	-0.1	2	x	-12	0	-1.9
Cc1nc(N2CCN(c3ccccc3)CC2)nc2c1C(=O)CC(c1ccccc1)C2 (stereo not drawn)	-11	22	6	2	-1.3	-2	-1.8	5	-8	-4.4
CC(=O)Nc1ccccc1C(=O)C(=O)O	4	-2	-8	6	-1.7	0	-3.0	2	-8	-0.1
COC(=O)c1ccc(S(=O)(=O)NCCc2ccccc2OC)n1C	3	18	u	-2	1.0	-5	x	1	-8	-4.1

# (cont.)
SMILES,MazF activator,DUSP3 inh,BoNT F protease,CCHFV vOTU inh,Mtb UGM inh,FBA Mtb inh,BioA inh,Rv3671c protease,GDH-TPI counter,FadD28 FP inh
CC(C)CN(C(=O)CN1CCN(c2ccc(F)cc2)CC1)c1c(N)n(CC(C)C)c(=O)[nH]c1=O,5,30,2,-15,0.8,1,x,3,-1,-4.1
O=c1cc(O)c2c(=O)n(-c3ccccc3)c3ccccc3c2o1,12,-4,10,6,-1.0,2,-3.0,2,-1,-4.4
CCCCCOc1ccc(NC(=O)CCCC(=O)O)cc1,7,-14,-11,9,-1.6,0,x,2,3,-3.3
OCC1(Cc2ccccc2)CCCN(C2CCCC2)C1 (stereo not drawn),-11,6,-3,-7,3.0,-2,x,-7,0,-3.7
CCCn1cc(C(=O)O)cn1,-1,11,1,-5,0.0,3,x,0,5,-1.1
Cc1cccc(OCc2nnc(SCC(=O)c3c(N)n(C4CC4)c(=O)[nH]c3=O)o2)c1,6,x,-5,4,x,6,-1.4,x,-3,1.2
Cc1nc2ccccc2n1C1CC(=O)N(Cc2ccccc2)C1=O (stereo not drawn),2,26,-4,-1,1.0,0,0.7,4,-5,-0.3
CC(=O)c1nc(N2C(=O)C3CC=C(C)CC3C2=O)sc1C (stereo not drawn),7,8,0,-3,1.6,1,x,-2,14,-4.3
C/C(=N\Nc1ccccc1Cl)c1ccc(-n2ccnc2)cc1,10,11,-4,-6,-0.7,10,10,9,12,-6.1
Cc1nnc(SC(C)C(=O)NC2CCCCC2)s1 (stereo not drawn),-9,x,u,-1,x,6,1.1,x,3,-1.4
Cc1nc(N)sc1N=Nc1ccc(Br)cc1,2,15,-9,8,-1.5,-11,0.2,2,4,-0.8
CCn1c(C)c(C(=O)NCCc2ccccc2)c2cc(OC)ccc21,6,-22,4,16,1.5,-1,0.9,x,3,-0.8
C=CCc1ccc(OCCCOc2ccc(C(=O)O)cc2)c(OC)c1,4,5,-5,-8,1.5,-1,0.6,-10,0,0.1
CCOC(=O)C1=CCN(S(=O)(=O)c2ccccc2F)C1c1ccc(C)cc1 (stereo not drawn),x,x,-5,6,x,1,0.4,x,x,-1.7
CCS(=O)(=O)N1Cc2ccccc2CC1C(=O)Nc1cccc(OC)c1 (stereo not drawn),0,-12,-9,-11,2.6,1,-2.0,-11,4,-2.5
CCCOC1CCCN(C(=O)c2cc(COc3c(F)cccc3F)on2)C1 (stereo not drawn),8,4,0,14,-2.5,-1,1.7,5,-5,-1.7
COc1cccc(CNS(=O)(=O)c2cc(Br)ccc2Br)c1,8,x,-6,5,x,-1,-1.1,x,0,-7.8
CCOC(=O)c1c(NC(=O)CSc2nnnn2C)sc(C)c1C,0,11,0,13,-0.3,-10,-1.2,-2,12,-2.9
COCCN(C(=O)c1ccc(-c2ccc(Cl)cc2)o1)c1c(N)n(Cc2ccccc2)c(=O)[nH]c1=O,1,x,-5,4,2.3,3,x,7,11,-2.3
CC(C)c1ccccc1NC(=O)COC(=O)Cc1cccc(C(F)(F)F)c1,7,2,-4,-1,-0.9,3,x,-4,1,-1.0
Cc1ccc(NC(=O)c2nc[nH]c2C(=O)N2CCN(C(=O)OC(C)(C)C)CC2)cc1,5,x,1,-4,0.2,1,-0.9,-3,-5,-1.5
O=C(O)CCC(NC(=S)Nc1ccccc1)C(=O)O (stereo not drawn),1,5,-5,2,6.7,0,-3.1,-1,4,-0.3
Cc1ccc(-n2sc3ccccc3c2=O)cc1S(=O)(=O)N1CCCCC1,-16,6,10,5,-2.4,-1,-2.1,4,13,1.1
O=C(CCCn1c(=S)[nH]c2ccsc2c1=O)Nc1ccc(F)cc1,-1,x,3,-7,x,-1,-0.9,x,5,-2.7
Cc1cc(Br)ccc1SCC(=O)NNC(=O)c1ccco1,4,x,u,-5,1.9,1,0.1,2,4,-1.3
CC(C)(C)NC(=O)CCN(/N=C/c1ccncc1)C1=NS(=O)(=O)c2ccccc21,-11,-18,2,-6,4.6,0,-2.2,-9,16,-0.1
S=C(NCCN1CCOCC1)N/N=C/c1cccs1,11,x,u,29,3.1,3,x,-7,35*,-2.9
COc1ccc2nc(SCC(=O)NCc3ccc4c(c3)OCO4)[nH]c2c1,2,7,-1,4,-2.9,-2,x,5,5,-1.0
CCOc1ccccc1NC(=S)NCCc1ccc(F)cc1,3,8,-4,0,1.8,1,x,2,-10,-3.3
O=c1[nH]c2ccccc2c(O)c1-c1cc2ccccc2oc1=O,x,10,x,-2,-1.0,x,x,-4,x,x
COc1ccccc1N1CCN(CC(=O)c2ccc3ccn(C(C)=O)c3c2)CC1,9,-9,5,x,-0.5,7,-4.4,0,7,-0.3
Cc1cc(-c2nn(-c3ccccc3F)cc2CN2CCN(c3ccccn3)CC2)c(C)s1,0,35,-7,7,0.3,-2,-2.6,-5,-2,-1.1
COc1cccc(C(=O)NCCCNc2nc3cc(C)cc(C)c3cc2C#N)c1,5,x,-3,-4,x,9,x,x,-1,-4.1
COc1cc(S(=O)(=O)N2CCCC2)c(C)cc1C,7,0,-6,2,0.8,0,-0.2,0,-3,-0.2
O=c1[nH]cnc(O)c1C(c1ccc(Br)cc1)c1c(O)nc[nH]c1=O,0,8,-3,2,-0.9,1,-2.4,-14,7,-0.2
O=C(O)C1CCN1C1CCCCC1 (stereo not drawn),5,9,-1,-4,0.5,1,-0.1,-5,7,-0.5
CCc1ccc(NC(=O)c2cc3c(C)nc4ccccc4c3o2)cc1,4,12,-5,27,1.6,-2,x,-88,5,-9.4
CSC[C@H]1CN(c2ccc(Br)cc2)C(=O)[C@@H]1CC(=O)Nc1ccccc1,2,x,-3,4,x,-2,0.9,x,-1,-3.9
CCNc1nc(N)c(C(=C(C#N)C#N)c2ccccc2)s1,16,18,9,-236,4.0,167*,-0.3,-5,23,1.3
CCc1cc2c(cc3c(=O)n(CC(=O)N4CCN(c5ccccn5)CC4)nc(CC)n32)s1,1,21,-3,-15,1.9,5,-1.4,1,21,-0.9
Nc1ccc(S(=O)(=O)Nc2nccc(/C=C/c3cccc(Br)c3)n2)cc1,1,38,37*,6,-0.8,-6,-0.9,-39,20,-4.9
O=C(Nc1ccc(-c2nc3ccccc3s2)c(O)c1)C1=COCCO1,-4,20,0,-4,3.2,10,x,-7,18,0.7
OC1(c2cccc(C(F)(F)F)c2)CCN(Cc2nc(-c3cnccn3)no2)CC1,-1,4,-5,4,3.1,4,0.4,2,17,0.7
COc1cccc(N(CC(=O)NC2CCCCC2)C(=O)CCC(=O)Nc2nc(C)cs2)c1,-30,-2,-3,1,-0.9,3,x,1,6,-2.2
O=C(Nc1ccc(Cl)c(S(=O)(=O)N2CCOCC2)c1)c1ccc(Cl)nc1,5,x,5,6,x,1,23,x,9,-3.5
COc1ccc(NC(=O)C2C3C=CC(O3)C2C(=O)NCc2cccnc2)cc1 (stereo not drawn),14,21,1,11,1.8,2,-0.3,0,0,-1.9
O=C(COC(=O)c1ccc(Sc2ccccc2)c([N+](=O)[O-])c1)NC1CCCc2ccccc21 (stereo not drawn),6,-10,-15,14,2.0,-4,-0.2,-12,7,1.1
CN1C(=O)[C@H]2[C@@H](/C=C/c3ccccc3)N3C(=O)CN(CCO)C(=O)[C@@]3(Cc3ccccc3)[C@H]2C1=O,-2,9,-5,7,-0.5,1,-0.7,-5,2,0.5
CCCc1ccc(O)c(N=Cc2cc(Br)cc(OCC)c2O)c1,16,-3,-4,5,-1.8,-5,x,5,5,-1.3
COc1cc2c(cc1OC)C(C)N(C(=O)c1ccc(C)o1)CC2 (stereo not drawn),-3,2,-1,1,-0.3,0,x,-3,2,-2.2
CCC1(c2cccc(O)c2)CCCCN(C)C1 (stereo not drawn),6,x,2,2,0.5,2,0.4,-1,0,-1.4
CCN(CCO)c1ncnc2c1sc1nc(CC(C)C)c3c(c12)CC(C)(C)OC3,-6,15,-2,-5,-1.0,-2,-1.2,-25,10,-4.0
CCOC(=O)c1c(-c2ccc(C)cc2)csc1NC(=O)c1cccc(N2C(=O)CCC2=O)c1,0,2,-3,-12,0.6,1,1.5,4,0,-1.6
O=S1(=O)CC(N2CCN(CC3CC3)CC2)CN1C1CCCCC1 (stereo not drawn),x,x,5,-2,x,1,2.6,x,x,0.8
COc1ccc(OC)c(C(=O)COC(=O)c2ccc(C)o2)c1,0,2,6,19,1.4,0,-1.1,-6,10,-0.1
CCCCCNC(=O)[C@@H]1CSC2c3ccccc3C(=O)N21 (stereo partly drawn),6,-7,-5,9,-1.0,-1,x,3,7,-2.3
COC(=O)c1nn(-c2ccc3c(c2)CCN3C(C)=O)cc1O,3,6,8,-82,3.9,195*,-1.5,-6,19,0.9
O=C(N/N=C/c1ccccc1[N+](=O)[O-])c1ccc(CN2CCOCC2)cc1,10,12,-7,7,0.0,4,x,2,8,2.1
CC(/C=N/NC(=O)c1ccc(Br)cc1)=C\c1ccccc1,-5,17,0,-6,1.5,0,-1.6,-13,19,0.1

# Assay outcomes (PubChem)
